Assay outcomes as filed in PubChem.
TbREL1 inh: TbREL1 inhibition, primary screen; TbREL1 RNA ligation, FRET fluorescence; inhibition, % at 9.66 µM; 89,000 compounds, 0.49% hits; AID 1117264;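 active means inhibition above the mean inhibition across all screened compounds plus 3 SD, cut at about 11% in these data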;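 further: 0% = plate median of test wells and 100% = NSC42067 control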
Target sequence (P86926 whole entry, looked up): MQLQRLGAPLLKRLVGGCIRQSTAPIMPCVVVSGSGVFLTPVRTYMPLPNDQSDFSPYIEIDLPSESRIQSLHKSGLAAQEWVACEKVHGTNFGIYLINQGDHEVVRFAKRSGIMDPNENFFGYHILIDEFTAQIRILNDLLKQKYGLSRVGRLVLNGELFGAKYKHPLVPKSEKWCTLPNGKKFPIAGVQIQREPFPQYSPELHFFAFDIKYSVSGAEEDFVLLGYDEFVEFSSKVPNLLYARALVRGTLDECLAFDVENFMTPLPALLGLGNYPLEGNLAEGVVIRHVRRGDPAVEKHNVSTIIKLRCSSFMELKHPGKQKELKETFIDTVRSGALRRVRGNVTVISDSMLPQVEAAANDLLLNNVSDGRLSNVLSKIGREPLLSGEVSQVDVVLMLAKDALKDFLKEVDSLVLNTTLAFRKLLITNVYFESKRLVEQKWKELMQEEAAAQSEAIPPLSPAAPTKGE
Starred values were filed as active, the others as inactive. Not all compounds are listed; count on the stated rates, not on these rows.

TbREL1 inh	Molecule
3.0	COc1ccc2c(c1)C(=O)N(Cc1ccccc1)C(=O)C2(C)C
2.6	CC(C)CCNC(=O)C(=O)Nc1ccc2c(c1)N(S(=O)(=O)c1cccs1)CCC2
-3.1	COCCNC(=O)C1(C)CCCN(Cc2cc3ccccc3o2)C1 (configuration not stated)
-0.4	O=C1c2ccccc2C(=O)N1CCc1nc2ccccc2c(=O)n1-c1ccccn1
-1.9	O=C(O)c1ccc(CS(=O)(=O)c2cccc(C(F)(F)F)c2)o1
0.8	O=C(CSc1n[nH]c(-c2ccccc2F)n1)NCC(=O)Nc1ccc(F)c(F)c1F
0.7	COc1cc(/C=N/NC(=O)COc2ccc(Cl)cc2)ccc1OS(=O)(=O)c1ccc(C)cc1
-1.5	COc1ccc(-n2c(=O)c3c(C)c(C)sc3n(Cc3cccc(F)c3)c2=O)c(OC)c1
-0.3	CC1(C)Cc2c(sc(/N=C/N3CCOCC3)c2C#N)C(C)(C)N1
0.6	CC(C)c1ccc(/C=C/C(=O)NCCCN2CCOCC2)cc1
5.5	COc1ccccc1NS(=O)(=O)c1ccc(C)c(NC(=O)NCCCl)c1
-8.7	Cc1cccc(C)c1NC(=O)COC(=O)c1c2c(nc3ccccc13)/C(=C\c1ccc3c(c1)OCO3)CCC2
-2.0	COc1ccccc1CC(=O)NCC(c1ccco1)N1CCCCC1 (configuration not stated)
3.4	COc1cccc(CNC(=O)C2CCC(=O)N(CCc3cccc(F)c3)C2)c1 (configuration not stated)
1.9	Cc1ccc(CNC(=O)c2ccc(N3CCC4(CC3)CC(c3cccc(Br)c3)=NO4)c(NC(=O)c3ccco3)c2)cc1
0.3	CCOc1ccc(N(CC(=O)NCc2cccc(OC)c2)S(=O)(=O)c2c(C)noc2C)cc1
5.2	COC(=O)[C@@]12C[C@@H](CC(=O)NCCCN3CCCC3=O)C(=O)N(Cc3ccccc3)C1=CCC(C)(C)C2
1.1	O=C(COc1ccc(S(=O)(=O)N2CCCC2)cc1)N1CCN(c2ccccc2F)CC1
-1.2	C#CCNc1nc(C)nc2c1nnn2Cc1ccccc1F
5.0	CCOc1ccc2[nH]cc(S(=O)(=O)c3ccc(Cl)cc3)c(=O)c2c1
-1.1	CCCCCC(=O)N1C[C@@H](n2cc(-c3ccc(F)cc3)nn2)[C@H](O)C[C@@H]1c1ccc(OC)cc1
-2.2	Cc1cccc(C(=O)O/N=C(\N)CS(=O)(=O)c2ccccc2)c1
0.0	CN1CCN(C(=O)C2CCC(CNS(=O)(=O)c3cccc4cccnc34)CC2)CC1 (configuration not stated)
0.0	CCOc1ccc(C(CC(=O)O)NS(=O)(=O)c2ccc(C)cc2)cc1OC (configuration not stated)
-1.6	Cc1cccc(C(=O)NC(C(=O)Nc2cccc(S(=O)(=O)N3CCCC3)c2)C(C)C)c1 (configuration not stated)
-1.0	COc1ccc(/C=C/C(=O)OCC(=O)Nc2ccc3c(c2)OCO3)cc1
-3.5	COCCCn1c(SCC(=O)N2CCc3ccccc32)nnc1-c1ccoc1C
2.2	CN(c1ccc(NC(=O)Cc2c[nH]c3ccccc23)cc1)c1ccccn1
-1.5	COC(=O)c1ccc(C23CC4(C2)[C@H](CN(Cc2ccc(C(F)(F)F)cc2)[C@@H]4c2ccccc2)C3c2ccc(Cl)nc2)cc1 (some centres not stated)
3.3	O=C(CSc1nnc(-c2ccc(Cl)cc2)n1Cc1ccco1)Nc1ccc(S(=O)(=O)Nc2nccs2)cc1
3.8	CCO[C@H]1OC(C(=O)O)=C[C@@H](c2ccc3c(c2)OCO3)[C@@H]1CCCO
5.6	Cc1ccc(NC(=O)CSCC(=O)N2CCOCC2)cc1
-0.1	Cc1nnc(NC(=O)c2ccc(S(=O)(=O)N3CC(C)CC(C)C3)cc2)o1 (configuration not stated)
0.9	Cc1cc(C)n2nc(C(=O)OCC(=O)NNC(=O)c3ccc(Cl)cc3)nc2n1
-2.5	C/C(Cc1ccccc1)=N\NC(=O)CNC(=O)c1ccccc1O
0.3	Cc1ccc(-c2cnn(-c3cccc(C(F)(F)F)c3)c2N)cc1
-1.4	Cc1ccc([C@H]2C[C@@H](n3cc(COC(=O)c4ccccc4)nn3)[C@H](O)CN2CC2CCCCC2)cc1
-0.1	Cc1ccc(C)c(OCC(=O)N2CCN(c3ncccn3)CC2)c1
-1.6	COc1cccc(CNc2nc3cc(-c4ccsc4)sc3c(=O)n2C)c1OC
0.1	CCC1(CC)C(=O)C2=C3C1[C@H](C(=O)OC)C=C(C(=O)OC)C[C@H]3[C@H]1C(=O)N(Cc3ccccc3)C(=O)[C@H]1[C@H]2C (some centres not stated)
-4.4	COc1ccc(NC(NC(=O)c2ccc(OC)cc2)C(Cl)(Cl)Cl)cc1 (configuration not stated)
2.8	CC1(C)CC(=O)C(C=NCC2CCNCC2)=C(O)C1
1.2	CC(N=C1NS(=O)(=O)c2ccccc21)C(=O)OCC(=O)N(C)C1CCS(=O)(=O)C1 (configuration not stated)
1.3	O=C(COc1ccccc1F)Nc1ccc(S(=O)(=O)NCc2ccco2)cc1
3.8	CC(C)c1nnc(NC(=O)c2ccc3ccccc3c2)s1
2.9	O/N=C1/CCCCc2sccc21
1.7	CCOc1ccc(Nc2nc(Cc3nnc(SCC(=O)N(CC)CC)n3C)cs2)cc1
-3.1	FC(F)(F)c1cnc(Sc2nnc(-c3cccs3)n2CC2CCCO2)c(Cl)c1 (configuration not stated)
-5.2	C=CCc1cc(/C=N\NC(=O)CSc2nnc(CCCc3ccc(OC)c(C)c3)o2)cc(OC)c1O
-2.9	COc1ccc2[nH]c3c(c2c1)CCN1C(=O)C(CC(=O)NCCc2ccccn2)C[C@H](C(=O)N(C(C)C)C(C)C)[C@@]31C (some centres not stated)
-2.6	CCn1c(CNC(=O)c2ccco2)nnc1SCC(=O)c1ccc(F)cc1
-3.3	Nc1sc(-c2ccccc2)cc1C(=O)NCCc1ccc(Cl)cc1
-0.2	O=C(NCCCn1ccnc1)c1sc2cccc(F)c2c1Cl
5.9	O=c1c2nccnc2[nH]c(=S)n1Cc1ccccc1Cl
-0.2	CCN(CC(=O)Nc1c(F)cccc1F)C(=O)c1cc([N+](=O)[O-])ccc1N1CCOCC1
-1.9	Cc1nc2cc(C(F)(F)F)ccc2n1C
-1.9	O=c1c2ccccc2ncn1-c1ccc(Br)cc1[N+](=O)[O-]
-5.4	S=C(Nc1ccc(Br)cc1)Nc1ccc2c(c1)OCCO2
-2.3	CCOC(=O)c1c(NC(=O)CSc2nnc3c(Cl)cc(Cl)cn23)sc2c1CCC2
-2.0	O=C(Cc1ccc(-c2ccccc2)cc1)Nc1ncccc1O

Sorted by value in TbREL1 inh (high to low): 3 of the compounds above
SMILES | TbREL1 inh
O=c1c2ccccc2ncn1-c1ccc(Br)cc1[N+](=O)[O-] | -1.9
C=CCc1cc(/C=N\NC(=O)CSc2nnc(CCCc3ccc(OC)c(C)c3)o2)cc(OC)c1O | -5.2
S=C(Nc1ccc(Br)cc1)Nc1ccc2c(c1)OCCO2 | -5.4

Later entries:
TbREL1 inh	Molecule
-3.7	Cc1ccc(S(=O)(=O)N(CCCO)CC(O)CON=C2c3ccccc3-c3ccccc32)cc1 (configuration not stated)
2.8	O=C(N/N=C/c1cc(Cl)cc([N+](=O)[O-])c1O)c1ccccc1NS(=O)(=O)c1cccs1
-0.8	C/C(=N\NC(=O)COc1ccccc1[N+](=O)[O-])c1cccs1
1.4	Cc1ccc([N+](=O)[O-])c(OCCN2C(=O)NC(C)(C)C2=O)c1
-1.1	CC(C)(C)OC(=O)[C@H](Cc1ccccc1)NC(=O)c1nc[nH]c1C(=O)N1CCN(C(=O)OC(C)(C)C)CC1
1.4	CCN(CC)S(=O)(=O)c1ccc(NC=C(C#N)C#N)cc1
2.4	CCCCNC(=O)/C=C/c1ccc(S(=O)(=O)Nc2ccc(OC)cc2)cc1
-0.5	O=C(CNC(=O)c1cccs1)N=Nc1c(O)[nH]c2ccc(Br)cc12
3.9	Cc1ccc2nsnc2c1S(=O)(=O)Nc1cccc2nsnc12
-0.9	CC(C)N1C(=O)/C(=C\c2nc3ccccc3c(=O)n2-c2ccccc2)c2ccccc21
-2.7	CC(C)(C)C(=O)NC1CCCCN(Cc2ccc(Cl)cc2)C1=O (configuration not stated)
0.6	COc1ccc(/C=N\NC(=O)c2cccc(F)c2)cc1COc1ccccc1
3.0	CCOc1ccc(N2CC(C(=O)N3CCCC3)CC2=O)cc1 (configuration not stated)
-5.8	CCC[C@H]1[C@@H](OC(=O)NCc2cccc(C(F)(F)F)c2)CC[C@@]23CCCN2C(=O)CCC[C@@H]13
-1.5	Cc1nc2ncnn2c(C)c1CCC(=O)N1CCCCC1
-1.8	O=C(CCc1c[nH]c2ccccc12)NCCc1ccc(Cl)cc1
6.3	O=C(Nc1ccccc1Cl)NC1CCCCCCC1
-3.8	CCCCCCNC(=O)Nc1ccccc1
-0.7	O=C(CSc1nnc(-c2ccco2)n1Cc1ccccc1)NCc1ccccc1
0.0	Cc1cc(=O)oc2cc(OCC(=O)N3CCCC3)c(Cl)cc12
2.0	O=C(CCS(=O)(=O)c1ccccc1)Nc1ccc(Cl)cn1
1.3	O=C(N/N=C/c1ccc([N+](=O)[O-])o1)c1sc2ccccc2c1Cl
-3.0	O=C(N/C(=C\c1ccco1)C(=O)N1CCC(O)CC1)c1ccccc1
0.8	CCc1cc2c(COC(=O)c3cccc(S(C)(=O)=O)c3)cc(=O)oc2cc1O
-2.2	C[C@H](CO)N1C[C@H](C)[C@H](CN(C)C(=O)Nc2ccc3c(c2)OCO3)Oc2ncc(Br)cc2C1=O
1.8	CCc1ccccc1-n1nnnc1-c1cnccc1C(F)(F)F
2.5	CCOc1ccc(C(=O)CN2CCN(S(=O)(=O)c3ccc(Br)cc3)CC2)cc1
-2.6	Cc1ccc(S(=O)(=O)N2CCN(C(=O)COC(=O)/C=C/c3ccccc3[N+](=O)[O-])CC2)c(C)c1
-1.7	O=C(Nc1c(-c2ccccc2)[nH][nH]c1=O)c1cnccn1
2.8	Cc1nc(N/N=C/c2cccc(F)c2)cc(N2CCOCC2)n1
3.1	Cc1cc(C)n(-c2nc3ccccc3n3cnnc23)n1
-1.4	Cc1ccc(N2CCN(C(=O)Nc3cccc([N+](=O)[O-])c3)CC2C)cc1 (configuration not stated)
-0.4	CS(=O)(=O)N1CCC(C(=O)Nc2cc(Cl)c(Cl)cc2Cl)CC1
4.2	c1ccc(CC2CCN(c3ncnc4sccc34)CC2)cc1
-1.7	CC(C)CCN1NC2(CCCC(C)C2)NC1=S (configuration not stated)
-0.1	Cc1cc(C)nc(N2CCC(C(=O)N(C)CCc3ccccc3)CC2)n1
-1.1	O=C(NCC1COc2ccccc2O1)c1cccc(S(=O)(=O)N2CCOCC2)c1 (configuration not stated)
-0.5	CCC(=O)Nc1c(S(=O)(=O)c2ccccc2)c2nc3ccccc3nc2n1C(C)c1ccccc1 (configuration not stated)
1.7	O=C(CSc1nnnn1C1CC1)N1CCN(c2ccccc2F)CC1
-1.9	N#CCCN(C(=O)COC(=O)c1ccc(S(=O)(=O)N2CCCCCC2)cc1)c1ccccc1
-8.7	O=C(O)CCC(=O)Nc1ccc(N2CCCCCC2)cc1
-0.4	CC(Sc1nc2c(c(=O)[nH]1)CCCC2)C(=O)Nc1ccc(S(N)(=O)=O)cc1 (configuration not stated)
1.5	COc1cccc(NC(=O)Nc2c(-c3ccc(C)cc3)nc3ncccn23)c1
-0.4	COC(=O)c1ccccc1N1CCS(=O)(=O)CC1
-4.3	COCCn1c(SCC(=O)Nc2nnc(C)s2)nnc1-c1cc2ccccc2cc1O
-6.0	Cc1ccc(NC(=S)NNC(=O)CSc2nnc(-c3ccc(C)cc3)n2C2CCCCC2)cc1
-3.5	CC(C)c1ccc(NC(=O)O[C@H]2CC[C@@]34CCCN3C(=O)CCC[C@H]4[C@H]2C)cc1
-2.7	Cc1cc(C)cc(Cn2c(C)c(C(=O)N(C)Cc3ccc(F)cc3)sc2=O)c1
-0.6	CCOC(=O)c1c(N)nn(C(=O)CC)c1-c1ccccc1
-1.7	O=C(NCC(=O)N(Cc1cccs1)C(C(=O)NC1CCCCC1)c1cccnc1)c1ccco1 (configuration not stated)
7.7	CCC(Sc1nncn1C)C(=O)Nc1cc(C)on1 (configuration not stated)
8.9	C=C(C)CSc1nc2ncc(Cl)cc2[nH]1
2.2	O=C(C1CC1)N1CCc2cc(S(=O)(=O)N3CCN(c4ccccc4)CC3)ccc21
-2.3	O=C1C2C3C=CC(C3)C2C(=O)N1c1ccc(Cc2ccncc2)cc1 (configuration not stated)
-0.8	CCC(C)NC(=O)Cn1nc(C(F)(F)F)c2c1CCC2 (configuration not stated)
6.3	CCC(=O)Nc1ccc(C(=O)NNC(=O)C(c2ccccc2)c2ccccc2)cc1
5.5	NC(=O)CC(NC(=O)c1ccccc1)c1ccc(NCCc2ccc(F)cc2)c([N+](=O)[O-])c1 (configuration not stated)
0.5	O=C(Cc1ccccc1)N1CCCC(c2nc(-c3cccs3)no2)C1 (configuration not stated)
-3.4	COc1cccc2sc3ccc(NCCC4CCCN4C)cc3c(=O)c12 (configuration not stated)
-2.5	CC/C(=N/Nc1ccccc1Cl)c1cnnc(-c2ccccc2)n1

Random excerpt: three compounds from above
TbREL1 inh	Molecule
-1.7	O=C(NCC(=O)N(Cc1cccs1)C(C(=O)NC1CCCCC1)c1cccnc1)c1ccco1 (configuration not stated)
-0.8	CCC(C)NC(=O)Cn1nc(C(F)(F)F)c2c1CCC2 (configuration not stated)
5.5	NC(=O)CC(NC(=O)c1ccccc1)c1ccc(NCCc2ccc(F)cc2)c([N+](=O)[O-])c1 (configuration not stated)

Molecules shown so far containing bromine, in the order listed:
TbREL1 inh	Molecule
1.9	Cc1ccc(CNC(=O)c2ccc(N3CCC4(CC3)CC(c3cccc(Br)c3)=NO4)c(NC(=O)c3ccco3)c2)cc1
-1.9	O=c1c2ccccc2ncn1-c1ccc(Br)cc1[N+](=O)[O-]
-5.4	S=C(Nc1ccc(Br)cc1)Nc1ccc2c(c1)OCCO2
-0.5	O=C(CNC(=O)c1cccs1)N=Nc1c(O)[nH]c2ccc(Br)cc12
-2.2	C[C@H](CO)N1C[C@H](C)[C@H](CN(C)C(=O)Nc2ccc3c(c2)OCO3)Oc2ncc(Br)cc2C1=O
2.5	CCOc1ccc(C(=O)CN2CCN(S(=O)(=O)c3ccc(Br)cc3)CC2)cc1
